# AddAB inh: less growth of phage-infected E. coli with AddAB | inhibition, % at 11.9 µM | 330,000 tested, 0.29% active | E. coli expressing H. pylori AddAB, absorbance growth; in the data active = inhibition above about 12%;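 note: 0% = vehicle wells of infected cells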
# MOR-DOR ag: OPRM1-OPRD1 heterodimerization agonism. activation, % at 9.3 µM. 340,000 tested, 0.3% active. cells, luminescence. P35372+P41143. AID 504326; in the data active = activation above about 18%;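 note: 0% = vehicle-treated cells and 100% = reference agonist; values of inactives mirror those of a sister screen read the other way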
# MOR-DOR inv ag: mu-delta opioid heterodimer inverse agonism | P35372+P41143 | cell-based MOR-DOR heterodimer luminescence | inhibition, % at 9.3 µM | 340,000 tested, 0.21% active; in the data active = inhibition above about 22%, passing the limit was not always enough;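 note: 0% = cells with DMSO and 100% = wells without cells with DMSO; values of inactives mirror those of a sister screen read the other way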
# HTR5A ag: activates human HTR5A in OPRM1-OPRD1 agonist counter-screen; HTR5A agonist assay, luminescence, cell-based; activation, % at 9.3 µM; 340,000 tested, 0.61% active; AID 504692; in the data active = activation mostly above about 9.5%, no sharp cut-off; inactive = mostly below about 7.6%;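 note: 0% = cells with vehicle only and 100% = reference agonist; strong numbers were not always called active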
# Target sequence (P47898 whole entry, looked up): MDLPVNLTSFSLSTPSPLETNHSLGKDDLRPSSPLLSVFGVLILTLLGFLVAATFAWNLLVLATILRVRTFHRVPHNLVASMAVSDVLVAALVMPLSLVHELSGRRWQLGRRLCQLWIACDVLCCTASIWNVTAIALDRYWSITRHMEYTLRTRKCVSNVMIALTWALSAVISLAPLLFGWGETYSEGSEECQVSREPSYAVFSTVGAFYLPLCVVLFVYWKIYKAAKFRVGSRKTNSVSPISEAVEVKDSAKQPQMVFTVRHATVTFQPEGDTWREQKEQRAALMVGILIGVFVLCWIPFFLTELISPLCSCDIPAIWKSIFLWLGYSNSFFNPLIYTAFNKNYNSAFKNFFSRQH
# Mot1-301 SUMO: SUMOylation pathway inhibition by Mot1-301 growth rescue | S. cerevisiae Mot1-301 growth rescue, ATP luminescence, 38.5C; percent above DMSO median, 100 means doubled | growth rescue, % at 18.8 µM | 320,000 tested, 1% active | AID 2716;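 active = every valid replicate shows activation above 250% relative to neutral control wells; inactive = the rest, any valid replicate at or below 250%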;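 note: OY570 slx delta 5 strain wells were the positive control but not used for scaling; some compounds called inactive have numbers as strong as hits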
# DSG3 Ab inh: blocks pemphigus antibody binding to human desmoglein-3. binding (percent of control), % at 10 µM. DSG3-coupled beads, scFv-anti-DSG3-GFP binding, flow cytometry; hits give low values. 310,000 tested, 0.48% active. AID 588358;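 active = binding more than 3 SD below its plate's average and above zero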;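 note: hits lower antibody fragment binding to DSG3; some compounds called inactive have numbers as strong as hits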
# HTR5A inv ctr: HTR5A inverse agonism, opioid heterodimer counter-screen. 340,000 tested, 0.083% active. AID 504634. P47898. inhibition, % at 9.3 µM. HTR5A cell line, luminescence; in the data active = inhibition mostly above about 23%, no sharp cut-off; inactive = mostly below about 18%;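 note: 0% = cells with DMSO and 100% = no-cell wells with DMSO; some compounds called inactive have numbers as strong as hits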
# PfHsp90 set2: reduces growth (ATP signal) of yeast expressing P. falciparum Hsp90; S. cerevisiae expressing PfHsp90, BacTiter-Glo ATP, 48 h; yeast lacking PDR1 and PDR3 efflux regulators; inhibition, % at 9.4 µM; 310,000 tested, 0.32% active; AID 504621;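 active = every replicate shows inhibition above about 80%, whatever the replicate mean, limit read from the data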;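 note: 0% = DMSO neutral controls and 100% = 20 µM radicicol positive controls; yeast relying on Plasmodium falciparum Hsp90 in place of its own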
# PKA-R1A act: activators of PKA-R1A complex; P00514+P68181; PKA-R1A dissociation, Cy5-IP20 fluorescence polarization; scaled: DMSO 0%, 113 µM cGMP 100%; activation, % at 11.4 µM; 340,000 tested, 0.083% active; AID 504707;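 active = percent activation above the mean of all tested compounds plus 3 SD, cut at about 19% in these data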;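 note: higher means more PKAc released from R1A so a rise in polarization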
# Ecoli viability: reduces bacterial viability in AddAB counter-screen; E. coli V3065 growth, OD600 absorbance, 18 h; inhibition, % at 11.9 µM; 330,000 tested, 0.27% active;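 active = inhibition above the campaign's mean inhibition across all tested compounds plus 3 SD, cut at about 9.9% in these data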;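 note: uninfected addAB+ strain grown without phage in ampicillin broth; 0% = DMSO wells and 100% = ciprofloxacin 0.95 µg/ml wells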
# phage Ecoli inh: E. coli growth loss with phage present. growth absorbance. inhibition, % at 11.9 µM. 360,000 tested, 0.26% active. AID 651602; in the data active = inhibition above about 11%
# * = called active by the depositor; . = no result given. Rows are unselected; any-hit rate near 3.2%.
SMILES,AddAB inh,MOR-DOR ag,MOR-DOR inv ag,HTR5A ag,Mot1-301 SUMO,DSG3 Ab inh,HTR5A inv ctr,PfHsp90 set2,PKA-R1A act,Ecoli viability,phage Ecoli inh
COc1ccc(C(C(=O)NC2CCCCC2)N(C(=O)c2snc(C(N)=O)c2N)c2ccccc2OC)cc1 (stereo unspecified),-1.7,0.8,-5,-3,-1,.,-6,8,-11,-1.1,2.2
O=C(c1ccco1)N1CCN(S(=O)(=O)c2ccc3[nH]c(=O)oc3c2)CC1,-0.7,-2.0,12,-3,-7,102,16,-9,-4,0.6,3.9
CN(CC(=O)Nc1ccc(Cl)c(C(F)(F)F)c1)C(=O)Cc1c[nH]c2ccccc12,-1.6,-1.9,10,-5,-1,102,12,.,1,-1.3,0.9
C=CCNC(=S)/N=c1/ccccn1CC,0.8,-1.8,9,7,247,.,30,-3,-10,-0.5,0.6
CCOc1ccc(Br)cc1S(=O)(=O)Nc1ccc(NC(=O)c2ccccc2F)cc1,5.1,1.0,-5,5,-12,98,-28,-72,-9,1.4,4.7
CCCOc1ccc(-c2c(C(=O)N/N=C/c3cccnc3)nnn2-c2nonc2N)cc1,0.4,0.5,-2,-4,12,.,4,6,0,-2.0,1.8
Cc1cc(C)c(S(=O)(=O)Nc2ccc(C(=O)O)cc2)cc1S(=O)(=O)Nc1ccc(C(=O)O)cc1,0.9,-3.0,15,10,-1,.,-27,5,-6,0.8,2.9
Cc1ccccc1-n1c(SC2CCOC2=O)nnc1-c1ccncc1 (stereo unspecified),0.0,-2.3,12,-4,-2,100,9,6,-10,0.5,5.6
Cc1ccc(CC(=O)NCCCn2ccnc2)cc1,-0.5,-0.2,1,1,-24,90,3,-13,-9,1.4,5.8
Cn1c(SCC(=O)Nc2ccccc2)nnc1-c1ccc2nonc2c1,0.6,-2.3,12,-4,-16,107,-9,7,-14,-0.2,1.0
CCCCN(C)C(=O)c1nc2ccccn2c1CN1CCC[C@H]1C(=O)OC,-1.9,0.8,-4,0,-15,98,-13,2,1,0.0,4.9
Cc1ccc2nccc(C(=O)N3CCCC(N4CCN(c5ccc(F)cc5)CC4)C3)c2c1 (stereo unspecified),1.3,-2.3,12,-2,4,.,-5,-6,-7,0.3,1.4
Cc1ccc2oc(C(=O)NC3CCS(=O)(=O)C3)c(C)c2c1 (stereo unspecified),.,-3.6,18,2,.,99,-5,2,13,.,3.1
O=S1(=O)CCOC[C@H](CC2CCCCC2)N1Cc1cccc(F)c1,0.8,8.1,-47,15,34,107,-44,5,4,-0.7,0.0
CC(C)OP(=O)(OC(C)C)C(Nc1ccccc1)c1cccnc1 (stereo unspecified),1.9,-3.2,17,2,-2,106,0,-1,-4,-0.8,-0.9
O=C(C1=C(O)C(=O)N(CC2CCCO2)C1c1cccc(O)c1)c1ccco1 (stereo unspecified),1.1,0.2,-1,5,4,127,-23,12,0,-0.4,-1.4
Cc1ccccc1CN1C(=O)/C(=C\c2ccc(C(=O)NCCN3CCOCC3)cc2)Sc2ccccc21,0.8,-2.5,13,-4,25,96,12,7,1,-3.8,-1.9
COc1ccc(N(CC(=O)Nc2cccc(C)c2)S(=O)(=O)c2ccc(C)cc2)cc1OC,-1.1,-3.1,17,3,0,110,10,5,-6,1.2,-1.9
COc1ccc(NS(=O)(=O)c2cc(NC(=O)Cc3c(F)cccc3Cl)ccc2OC)cc1,-1.6,-4.0,16,-5,-11,.,13,3,-10,-1.8,2.7
CN(CCOc1ccc(Cl)cc1)C(=O)c1cc([N+](=O)[O-])ccc1N1CCOCC1,2.1,-3.7,19,-4,16,106,9,.,5,2.6,0.8

# Given with two lines to a compound: two of the compounds above
# Order of results: AddAB inh	MOR-DOR ag	MOR-DOR inv ag	HTR5A ag	Mot1-301 SUMO	DSG3 Ab inh	HTR5A inv ctr	PfHsp90 set2	PKA-R1A act	Ecoli viability	phage Ecoli inh
Cc1ccc2oc(C(=O)NC3CCS(=O)(=O)C3)c(C)c2c1 (stereo unspecified)
 : .	-3.6	18	2	.	99	-5	2	13	.	3.1
Cc1ccc2nccc(C(=O)N3CCCC(N4CCN(c5ccc(F)cc5)CC4)C3)c2c1 (stereo unspecified)
 : 1.3	-2.3	12	-2	4	.	-5	-6	-7	0.3	1.4

# (cont.)
SMILES,AddAB inh,MOR-DOR ag,MOR-DOR inv ag,HTR5A ag,Mot1-301 SUMO,DSG3 Ab inh,HTR5A inv ctr,PfHsp90 set2,PKA-R1A act,Ecoli viability,phage Ecoli inh
C=CCNC(=S)NNC(=O)COc1cccc(Cl)c1,0.7,-0.9,5,-2,334,.,-7,3,6,0.5,.
COc1ccccc1NC(=O)/C(C#N)=C/c1cccnc1,-0.9,-0.2,1,2,-8,108,13,7,12,-0.3,2.0
O=C1C=C(c2ccc(C(=O)O)cc2)C[C@@H](c2ccc(Cl)cc2)C1,-0.3,0.9,-5,-1,43,93,1,5,-4,0.7,1.8
COc1ccc(C(=O)CCC(=O)NCCc2c[nH]c3ccccc23)cc1,-0.7,-4.5,20,44*,1,90,-156,8,13,0.6,0.6
CC1CC(C)(C)CC2(C1)NC(=O)N(CC(=O)NCCc1c[nH]c3ccccc13)C2=O (stereo unspecified),3.1,-1.1,6,7,67,122,-9,5,10,3.0,0.6
CN(CC1CCCO1)S(=O)(=O)c1ccc(C(=O)N2CCN(c3ccccc3)CC2)cc1 (stereo unspecified),-3.3,0.5,-4,-2,282,92,6,-15,1,-2.1,0.6
c1ccc(-c2ncnc3cc4n(c23)CCC4)cc1,-2.9,-2.5,16,1,169,.,8,17,-11,-2.4,0.9
Cc1ccccc1OCC(=O)OCC(=O)NCCc1ccccc1,1.2,2.0,-8,0,9,100,-6,9,-2,0.2,1.6
Cc1cc(Cl)c(OCCOCCN2CCC(C)CC2)c(Br)c1,3.0,4.2,-25,14,24,105,-37,26,-2,0.3,1.9
CCOC(=O)c1cnn2c(C)cc(-c3ccccc3)nc12,1.1,-2.5,13,-1,9,.,3,.,-7,0.8,4.0
COc1ccc(-c2noc(CCCC(=O)NC3CCCCC3)n2)cc1OC,2.9,-1.1,7,4,13,.,-11,25,6,-0.5,-1.8
CCOC(=O)c1sc(NC(C)=O)c(C(=O)OCC)c1C,1.0,-2.1,12,0,260,90,-19,-3,-16,-1.1,-0.9
Nc1nc(SCC(=O)Nc2ccc(Cl)cc2C(F)(F)F)n[nH]1,1.8,-1.7,9,-4,1,.,-12,4,-8,3.8,1.9
CC(=O)c1ccc(NC(=S)N2CCN(CCN3C(=O)c4cccc5cccc(c45)C3=O)CC2)cc1,2.4,-3.6,19,2,-3,105,-7,-5,0,1.0,-0.1
O=C1OCCC1Sc1nc2ccccc2c(=O)n1Cc1ccc(F)cc1 (stereo unspecified),4.8,1.9,-13,4,8,99,0,-2,1,-0.3,5.2
Cc1nc(Cl)c2c(n1)N(CC(N)=O)C(=O)CO2,0.3,-1.1,7,-1,7,87,3,-3,4,-1.1,5.7
O=C(Cc1ccc(NC(=O)C2CCCN(C(=O)c3ccccc3)C2)cc1)Nc1ccc(C(=O)N2CCOCC2)cc1 (stereo unspecified),.,-3.3,15,0,.,108,1,-3,1,.,-0.9
COC(=O)Cn1ncc2c3ccccc3n(C)c2c1=O,3.6,-2.9,16,-3,-34,113,8,-15,-13,0.4,2.9
Cc1ccc(C)c(Nc2cc(C(=O)NCc3cccnc3)c3ccccc3n2)c1,2.1,-1.3,7,5,-7,85,-24,5,-11,0.6,1.4
CN1CC2([N+](=O)[O-])CC=C(OCCO)C([N+](=O)[O-])(C1)C2 (stereo unspecified),0.5,-1.6,9,1,-3,127,-7,-1,2,0.1,2.8
O=S(=O)(c1cc(F)ccc1F)N1CCN(c2ccccn2)CC1,5.2,-3.8,19,-2,575,121,5,-20,-12,-1.2,0.4
c1ccc(-c2nnc(CN3CCN(c4ccccc4)CC3)o2)cc1,1.0,-2.0,11,-2,-4,110,7,-5,-14,1.5,0.9
COC(=O)c1cc(S(=O)(=O)N(C)Cc2ccco2)c[nH]1,3.2,-1.4,7,-3,-2,111,14,5,3,2.1,2.4
CC(C)CN(C(=O)COC(=O)/C=C/c1ccc(Cl)c(Cl)c1)c1c(N)n(Cc2ccccc2)c(=O)[nH]c1=O,.,-1.9,10,0,.,100,0,35,-10,.,4.1
Cc1cc(C(=O)N2CCN(C(c3ccccc3)c3ccccc3)CC2)on1,1.4,4.3,-26,2,4,99,-5,16,-7,0.5,1.9
Cc1cccc(NC(=O)c2cc(S(=O)(=O)N3CCc4ccccc43)cn2C)c1C,1.7,0.7,-4,-1,-9,84,-17,4,2,1.3,1.8
O=C(CCN1C(=O)c2ccccc2C1=O)N1CCOCC1,-0.9,-2.6,14,-5,12,102,22,11,-13,-2.4,1.7
COc1ccc2c(c1)[C@@H]1[C@H](CO2)[C@H](c2ccccc2)[C@]2(C)C(=O)Nc3ccc(C)cc3C(=O)N12,2.3,3.0,-17,3,3,105,-25,16,10,0.9,.
Cn1c(SCC(=O)NNC(=O)c2ccc(Cl)cc2)nnc1-c1cccnc1,1.4,-1.7,9,-2,17,101,23,22,9,-0.7,3.3
O=C(NCc1ccco1)c1ccccc1-c1nc(-c2ccccc2)no1,0.9,-2.5,13,2,-9,102,-34,.,-9,1.5,3.9
CSCCC(NC(=O)c1ccc([N+](=O)[O-])cc1Cl)C(=O)OCC(=O)NC1CCCC(C)C1C (stereo unspecified),-0.9,7.3,-52,2,2,101,-5,8,-12,-3.2,1.4
Cc1cc(-c2nn(-c3ccccc3F)cc2CN2CCCC(O)C2)c(C)s1 (stereo unspecified),-0.8,-0.5,3,1,-6,95,-41,6,-5,3.5,1.7
O=C(C1CCC(Cn2c(=S)[nH]c3ccccc3c2=O)CC1)N1CCOCC1 (stereo unspecified),3.0,-2.8,15,0,-1,99,-1,.,-13,2.0,4.1
COc1cc(C(C#N)N2CCC(c3ccccc3)=N2)ccc1O (stereo unspecified),-0.5,-0.2,1,2,194,100,-7,8,-10,3.0,-2.0
O=C(NCc1ccc2c(c1)OCO2)C1CC(=O)N(c2ccc(Cl)cc2)C1 (stereo unspecified),2.9,-1.0,5,1,-5,110,-21,5,8,-1.3,-0.1
CCOC(=O)COn1c(=O)c(=O)n(OC)c2ccccc21,-0.4,4.2,-24,2,.,98,-4,2,5,-0.2,1.3
CCOc1ccc(OCC)c(NC(=O)CSc2nnc(Cn3cnc4ccccc43)n2C)c1,0.5,-0.4,2,3,262,85,-18,9,-4,0.6,-1.1
CCCn1nc(C(=O)N2CCN(c3ccccn3)CC2)c2ccccc2c1=O,-1.4,-3.2,14,1,-18,99,-4,0,9,3.6,2.5
N#Cc1nc(COc2ccc(Cl)cc2)oc1N1CCCCCC1,-2.0,1.7,-10,-2,7,97,-3,16,3,-0.6,0.8
CCC(C)c1ccccc1NC(=S)Nc1cccnc1 (stereo unspecified),1.7,0.4,-3,-1,21,.,-16,6,-1,-0.6,2.8
Cn1c(=O)c2c(nc(N/N=C/c3cccs3)n2Cc2ccccc2)n(C)c1=O,3.2,-0.2,1,6,4,86,17,-2,3,-3.4,3.5
CSc1ccccc1OCc1cc(C(=O)N2CCC(Oc3cccnc3)CC2)no1,0.7,-1.0,6,5,99,.,-18,.,-5,-1.5,0.2

# Bioassay records as filed in PubChem.
